Screening results deposited in PubChem by several laboratories.
PPARg SRC-1 ag = promotes SRC-1 coactivator recruitment by human PPARgamma. PPARgamma-SRC-1 coactivator recruitment biochemical assay. activation, % at 8 µM. hit rate 0.41% among 200,000. AID 631; in the data active means activation above about 19%;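 further: 0% = DMSO and 100% = reference agonist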
Target sequence (P37231 whole entry, looked up): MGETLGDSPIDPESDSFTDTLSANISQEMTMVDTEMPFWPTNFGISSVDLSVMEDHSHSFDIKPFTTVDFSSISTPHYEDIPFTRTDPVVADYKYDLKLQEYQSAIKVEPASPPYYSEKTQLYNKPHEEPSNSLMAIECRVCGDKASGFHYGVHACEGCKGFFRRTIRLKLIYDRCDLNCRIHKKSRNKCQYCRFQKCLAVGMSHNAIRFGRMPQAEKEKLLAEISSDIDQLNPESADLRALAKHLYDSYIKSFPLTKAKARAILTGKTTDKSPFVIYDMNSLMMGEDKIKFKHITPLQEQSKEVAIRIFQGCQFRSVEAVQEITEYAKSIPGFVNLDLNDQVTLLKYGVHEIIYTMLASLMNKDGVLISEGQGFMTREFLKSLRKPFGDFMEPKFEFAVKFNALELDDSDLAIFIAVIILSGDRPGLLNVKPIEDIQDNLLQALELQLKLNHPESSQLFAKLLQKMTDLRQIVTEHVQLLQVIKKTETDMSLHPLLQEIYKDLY
SRC2 TRFRET art = flags TR-FRET format artefacts in PPARgamma SRC-2 recruitment agonist screen. TR-FRET ratio at 8 µM. TR-FRET artefact counter-screen; active compounds read high. hit rate 0.4% among 200,000; in the data active means TR-FRET ratio above about 2000; further: inactives centre near 1500
G6PDH CS = L. mesenteroides G6PDH inhibition counter-screen; inhibition, % at 5 µM; Purified L. mesenteroides G6PDH, diaphorase/resazurin coupled fluorescence, 45 min; hit rate 0.12% among 200,000; in the data active means inhibition above about 50%
S1P3 antag = S1P3 (human) receptor antagonism; Q99500; CHO S1P3 NFAT-BLA reporter, FRET fluorescence, antagonist mode; inhibition, % at 4.98 µM; hit rate 0.27% among 170,000; AID 485;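 active means inhibition above the plate cutoff, the mean inhibition of test wells on that plate plus 3 SD, cut at about 28% in these data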;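 further: cells challenged with S1P at its EC80 of 0.8 µM; blue over green emission ratio from cleaved BLA substrate after 4 h stimulation; 0% = S1P-stimulated wells and 100% = unstimulated DMSO-only wells; some compounds past the cut are filed as inactive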
PPARg SRC2 recr = PPARgamma-driven SRC-2 recruitment agonism. activation, % at 8 µM. hit rate 0.34% among 200,000. PPARgamma LBD-SRC-2 recruitment, biochemical. P37231; in the data active means activation above about 22%;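 further: 0% = vehicle and 100% = reference agonist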
Diaphorase act = diaphorase activation or chemical reduction counter-screen. hit rate 0.005% among 190,000. Diaphorase/resazurin coupled assay, resorufin fluorescence, 16 min; active compounds read high; 1 = vehicle wells, 0 = NADH-free wells. activation factor at 20 µM;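 active means diaphorase activity raised at least twofold by the compound at 20 µM; inactive means activation factor below 2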
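Test system: Clostridium kluyveri diaphorase, purified enzyme. Buffer or medium: 50 mM HEPES pH 7.4 buffer plus MgCl2 and Tween 20. Also added: 0.114 mM NADH and 0.1 mM resazurin, final amounts. Dosing: compound 20 µM once, DMSO 1%. Schedule: 16 min enzyme reaction, ambient temperature. Detection: fluorescence of resorufin, 544 nm excitation, 590 nm emission.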
PPARg SRC-3 ag = PPARgamma-driven SRC-3 recruitment agonism; AID 731; hit rate 0.26% among 200,000; P37231; activation, % at 8 µM; biochemical PPARgamma/SRC-3 coactivator recruitment assay; in the data active means activation above about 23%;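 further: 0% = DMSO and 100% = reference agonist; some compounds past the cut are filed as inactive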
PMI activator = activators of human phosphomannose isomerase | AID 1214 | P34949 | purified human PMI, coupled resazurin fluorescence, 20 min; active compounds read high; 1 = vehicle control, 0 substrate-free wells | activation factor at 20 µM | hit rate 0.005% among 190,000;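 active means activation factor of 2 or more at 20 µM, relative to plate controls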
ROMK mod = modulators of human ROMK potassium channel; AID 1918; P48048; hit rate 2% among 130,000; Tet-inducible ROMK, thallium flux fluorescence; actives lie on both sides; B-score at 10 µM;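 active means signal ratio slope over the read window, or its plate-corrected B-score, at least 3 SD from the plate mean, either direction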;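 further: B-score of the F/F0 ratio slope over 7 to 12 s after thallium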
Target sequence (P48048 whole entry, looked up): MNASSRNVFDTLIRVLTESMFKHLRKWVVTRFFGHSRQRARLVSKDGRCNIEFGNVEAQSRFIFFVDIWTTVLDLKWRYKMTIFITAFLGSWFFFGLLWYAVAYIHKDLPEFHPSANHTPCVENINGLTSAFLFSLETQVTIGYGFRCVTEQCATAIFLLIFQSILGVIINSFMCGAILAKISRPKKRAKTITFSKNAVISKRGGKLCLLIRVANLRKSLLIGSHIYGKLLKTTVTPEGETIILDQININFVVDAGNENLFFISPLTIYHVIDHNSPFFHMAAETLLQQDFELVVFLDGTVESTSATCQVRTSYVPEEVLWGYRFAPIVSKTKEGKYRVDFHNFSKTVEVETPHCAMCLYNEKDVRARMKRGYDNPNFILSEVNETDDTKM
Diaphorase inh = diaphorase inhibition or chemical oxidation counter-screen. AID 1217. diaphorase resazurin-to-resorufin fluorescence, NADH, 16 min; bacterial (C. kluyveri) enzyme, not human. hit rate 0.69% among 190,000. inhibition, % at 20 µM;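 active means primary screen inhibition at 20 µM above a set limit, cut at about 50% in these data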;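 further: plate controls were DMSO with full reaction for no effect and wells lacking NADH for full effect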
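Test system: bacterial diaphorase enzyme (C. kluyveri); Quantity: 0.14 U/mL diaphorase, enzyme working solution; Times: reaction incubation of 16 min at room temperature; Measured by: fluorescence of resorufin formed from resazurin, Ex 544/Em 590 nm; Benchmarks: positive control minus NADH, DMSO neutral control.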
PMI act hi M6P = increases human PMI activity with near-saturating mannose 6-phosphate. P34949. coupled PMI enzyme assay, resazurin fluorescence, 20 min; active compounds read high; 1 = untreated enzyme, 0 = substrate-free blank. activation factor at 20 µM. hit rate 0.34% among 190,000. AID 1216;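 active means activation factor of 2 or more at 20 µM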
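Test system: human phosphomannose isomerase with PGI, G6PDH, diaphorase coupling enzymes; Amount: PMI at 15 ng/mL final; Reagent: Mannose-6-phosphate 1.0 mM (near-saturating) plus 0.22 mM NADP+; Timing: 20 min, room temperature; Technique: resorufin fluorescence at Ex 544/Em 590 nm; Dosing: 20 µM single dose.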
An asterisk follows results filed as active; x = no result given.

1: CC(C)CCn1c(O)c(N=NC(=O)Cn2ccc(C(F)(F)F)n2)c2ccccc21
2: COc1ccc(CCc2nnc(CCC(=O)N(C)Cc3ccncc3C)o2)cc1
3: CN1CC2(C)OC(=O)C(Cl)=C2CC1c1ccccc1 (stereo not given)
4: O/N=C1\CCCCc2ccccc21
5: Cc1ccc(-c2nc3s/c(=C\c4ccco4)c(=O)n3n2)cc1
6: O=C(Nc1ccccc1)N(Cc1ccc2c(c1)OCO2)Cc1nc2ccccc2c(=O)[nH]1
7: COc1ccc(Br)cc1C(=O)Nc1cccc(NC(=O)c2ccco2)c1
8: CC(=O)c1cccc(NC(=O)CN(c2ccc(F)cc2)S(C)(=O)=O)c1

Screen / compound no.,1,2,3,4,5,6,7,8
PPARg SRC-1 ag,2,4,-1,6,6,2,4,-6
SRC2 TRFRET art,1513,1534,1484,1543,1437,1595,1445,1530
G6PDH CS,-14,4,-4,18,5,-4,1,2
S1P3 antag,1,-8,0,22,-8,8,25,-6
PPARg SRC2 recr,-15,-2,-5,4,7,6,-3,-5
Diaphorase act,0.8,1.1,1,1,0.9,0.9,0.7,1
PPARg SRC-3 ag,-1,4,1,11,15,8,1,5
PMI activator,0.9,1,1.1,1,1.1,0.9,0.9,1.1
ROMK mod,0.019,1.3,-0.49,0.4,x,x,-0.71,x
Diaphorase inh,18,-13,3,1,8,7,33,5
PMI act hi M6P,0.9,1.1,1,1,1.1,0.9,0.9,1

9: COc1ccc(/C=C/C(=O)C23CC4CC(CC(C4)C2)C3)cc1CN1CCOCC1
10: Cc1ccc2c(c1)CCCN2C(=O)c1cc2ccccc2oc1=O
11: O=C1CC(N2CCC(c3nc4ccccc4o3)CC2)C(=O)N1c1ccc(F)cc1 (stereo not given)
12: CCOC(=O)C1(CCOC)CCN(C(=O)c2sccc2C)CC1
13: Cc1nonc1NC(=O)OCCN1CCOC1=O
14: CC1CCCCN1CCNC(=O)Cn1nc(-c2ccccc2)ccc1=O (stereo not given)
15: CC1=C(C(=O)OCCNC(=O)c2ccccc2O)C(c2ccccc2[N+](=O)[O-])C(C(=O)OCC2CCCO2)=C(C)N1 (stereo not given)
16: COc1ccc(NC(=O)CN2CCCCC2)cc1

Screen / compound no.,9,10,11,12,13,14,15,16
PPARg SRC-1 ag,-1,-2,-1,-10,9,-3,7,2
SRC2 TRFRET art,1514,1387,1334,1182,1653,1435,1517,1586
G6PDH CS,4,9,1,12,2,1,-4,-3
S1P3 antag,-25,x,7,-8,-12,23,-4,-49
PPARg SRC2 recr,-1,-10,-1,-14,7,-7,12,10
Diaphorase act,1,0.9,1,0.9,0.9,1,0.7,1
PPARg SRC-3 ag,4,7,-4,-3,10,-1,10,-9
PMI activator,0.8,0.9,1,0.9,0.9,1,0.9,0.9
ROMK mod,-0.67,-0.017,1.3,0.89,x,1.7,-2.3,0.037
Diaphorase inh,0,9,-1,12,6,-1,26,5
PMI act hi M6P,0.9,0.9,1,0.9,1,1,0.9,1

17: O=C(NC(=S)NNC(=O)c1cccs1)c1ccc(Br)o1
18: CN1CCN(CC(=O)Nc2cccc([N+](=O)[O-])c2)CC1
19: CCOc1cc(NC(=O)c2cnccn2)c(OCC)cc1NC(=O)c1cccc(F)c1
20: C/C(=N\Nc1ccc([N+](=O)[O-])cc1[N+](=O)[O-])C(C)C(C)C (stereo not given)
21: CCSc1nc2c(c(=O)[nH]1)C(c1ccccn1)C1=C(CC(C)(C)CC1=O)N2 (stereo not given)
22: Cc1ccc(N2CC(O)=C(c3nc4ccccc4c(=O)[nH]3)C2=N)cc1C
23: CNS(=O)(=O)c1ccc(NC(=S)Nc2ccc3c(c2)OCO3)cc1
24: COc1ccc(-c2nnnn2CCc2ccccc2)cc1

Screen / compound no.,17,18,19,20,21,22,23,24
PPARg SRC-1 ag,4,9,-11,16,6,4,6,0
SRC2 TRFRET art,1531,1595,1547,1718,1610,1694,1633,1588
G6PDH CS,-6,16,6,-1,10,5,3,-9
S1P3 antag,x,-14,-19,9,x,-24,5,2
PPARg SRC2 recr,5,-4,7,3,1,-3,3,13
Diaphorase act,0.6,0.9,x,0.8,1,0.8,1,0.8
PPARg SRC-3 ag,11,1,2,6,-10,1,0,-4
PMI activator,1.1,0.9,x,1,0.9,0.9,0.6,0.9
ROMK mod,2.8,0.51,0.13,x,0.48,x,0.52,0.011
Diaphorase inh,39,12,x,22,2,17,2,16
PMI act hi M6P,1.1,0.9,x,0.9,1,1,0.4,0.9

25: OC(COc1ccc2cc(Br)ccc2c1)CN1CCOCC1 (stereo not given)
26: CCn1c(=O)n(CC)c2cc(S(=O)(=O)Nc3cc(C)cc(C)c3C#N)ccc21
27: COc1ccc(C2=NN(CCC(=O)NCc3cccs3)C(=O)CC2)cc1
28: CCC(=O)N1CCc2cc(S(=O)(=O)N(CC)c3cccc(C)c3)ccc21
29: O=C(Nc1ccc(F)cc1)c1cc(Cl)sc1Cl
30: CCNc1nc(NCC)nc(N(n2cnnc2)S(=O)(=O)c2ccc(C)cc2)n1
31: O=C(O)CC(NCc1ccco1)C(=O)OCCCl (stereo not given)
32: O=C(CCCSc1nc(-c2ccco2)cc(C(F)(F)F)n1)Nc1ccc2c(c1)OCO2

Screen / compound no.,25,26,27,28,29,30,31,32
PPARg SRC-1 ag,8,-2,6,1,7,2,-3,-6
SRC2 TRFRET art,1649,1453,1669,1406,1641,1342,1361,1489
G6PDH CS,4,4,4,-1,0,-5,-5,-1
S1P3 antag,x,x,-29,x,12,-1,-12,-40
PPARg SRC2 recr,12,-1,1,8,8,-1,-5,-3
Diaphorase act,0.9,0.9,0.9,0.9,0.9,0.8,0.8,0.8
PPARg SRC-3 ag,-9,-10,6,8,7,-2,-2,0
PMI activator,0.9,1.3,1,1,0.9,0.9,1,0.8
ROMK mod,-2.2,0.016,x,-0.3,x,-0.43,0.084,x
Diaphorase inh,6,7,8,6,9,22,16,17
PMI act hi M6P,1,1.5,1,1.1,0.9,1,0.7,0.8

33: Cc1cc2oc(=O)cc(CN3CCN(S(=O)(=O)c4cccs4)CC3)c2cc1C
34: CCOC(=O)N1CCC(NC(=O)Cn2nc(-c3ccccc3)ccc2=O)CC1
35: CN(Cc1ccccc1)c1oc(COc2ccccc2F)nc1C#N
36: Cc1nn(Cc2ccccc2)c(Cl)c1C(=O)NCCc1ccccc1
37: COc1ccc(NC(=O)C(CC(C)C)NS(=O)(=O)c2ccc3c(c2)CCN3C(C)=O)cc1OC (stereo not given)
38: Cc1nn2c(Nc3ccc(F)cc3)c3c(nc2c1-c1ccccc1)CCC3
39: Cc1nccn1CCC1CCCCN1C(=O)CCc1nnc(-c2ccsc2)o1 (stereo not given)
40: CN(Cc1cc2ccccc2[nH]c1=O)C(=O)c1cccs1

Screen / compound no.,33,34,35,36,37,38,39,40
PPARg SRC-1 ag,-2,1,0,6,-2,3,-10,4
SRC2 TRFRET art,1597,1510,1782,1554,1417,1384,1451,1458
G6PDH CS,10,0,1,-1,-4,-2,15,13
S1P3 antag,9,-21,5,-2,x,-2,-10,-9
PPARg SRC2 recr,0,-2,7,-5,1,-3,-5,4
Diaphorase act,0.9,0.9,1,0.9,0.8,0.9,0.9,0.9
PPARg SRC-3 ag,1,4,0,4,-8,-1,-1,2
PMI activator,1,1,1,0.9,1,1,0.8,0.9
ROMK mod,x,1.1,x,x,-0.14,x,0.15,x
Diaphorase inh,12,6,2,10,16,9,11,8
PMI act hi M6P,1,1,1.1,0.9,1.1,0.9,0.9,1

From no. 35 as far as 36, copied from above:
35: CN(Cc1ccccc1)c1oc(COc2ccccc2F)nc1C#N
36: Cc1nn(Cc2ccccc2)c(Cl)c1C(=O)NCCc1ccccc1

Screen / compound no.,35,36
PPARg SRC-1 ag,0,6
SRC2 TRFRET art,1782,1554
G6PDH CS,1,-1
S1P3 antag,5,-2
PPARg SRC2 recr,7,-5
Diaphorase act,1,0.9
PPARg SRC-3 ag,0,4
PMI activator,1,0.9
ROMK mod,x,x
Diaphorase inh,2,10
PMI act hi M6P,1.1,0.9

Continued.
41: COc1ccc(/C=N/OCC(=O)N(Cc2ccc(OC)cc2)c2ccccc2C(=O)O)cc1
42: O=C(Nc1cccnc1)C1CCN(S(=O)(=O)c2cccs2)CC1
43: Cc1ccccc1Nc1nc(N)nc(CSc2nnc(C)n2C)n1
44: COc1ccc(C(=O)/C=C/C(=O)N(Cc2ccccc2OC)C(C(=O)NC2CCCCC2)c2ccncc2)c(O)c1 (stereo not given)
45: COc1ccc(C(=O)Cn2c(N3CCOCC3)nc3ccccc32)cc1OC
46: Nc1nonc1C(=O)NCCNC(=O)c1cccs1

Screen / compound no.,41,42,43,44,45,46
PPARg SRC-1 ag,-10,-2,-4,-2,x,0
SRC2 TRFRET art,1490,1526,1637,1549,x,1575
G6PDH CS,6,1,-3,-28,6,-6
S1P3 antag,-12,-7,-19,-2,-18,-6
PPARg SRC2 recr,4,-10,2,-1,x,4
Diaphorase act,1.1,1,0.9,0.8,1,0.8
PPARg SRC-3 ag,6,-1,-2,-1,x,-2
PMI activator,1,1.1,1.1,0.9,1,0.9
ROMK mod,0.39,0.18,1,-3.7*,x,0.27
Diaphorase inh,-9,-1,5,25,-1,16
PMI act hi M6P,1.1,1,1,0.9,1,1
